FBPA Giardia inh: qHTS Assay for Inhibitors of Fructose-1,6-bisphosphate Aldolase from Giardia Lamblia. A8B2U2. purified Giardia FBPA. Potency, µM (titrated, usually from 59.6 µM), without a hit: at the highest dose activity, negative = inhibition, most hits filed as inhibitors. 290,000 compounds, 0.71% hits; further: potency means the concentration at half of the fitted maximal effect; on the % scale 0 is the no-effect control and ±100 the full control effect; nearly all actives have a fitted effect of over 55% in size
Target sequence (A8B2U2 whole entry, looked up): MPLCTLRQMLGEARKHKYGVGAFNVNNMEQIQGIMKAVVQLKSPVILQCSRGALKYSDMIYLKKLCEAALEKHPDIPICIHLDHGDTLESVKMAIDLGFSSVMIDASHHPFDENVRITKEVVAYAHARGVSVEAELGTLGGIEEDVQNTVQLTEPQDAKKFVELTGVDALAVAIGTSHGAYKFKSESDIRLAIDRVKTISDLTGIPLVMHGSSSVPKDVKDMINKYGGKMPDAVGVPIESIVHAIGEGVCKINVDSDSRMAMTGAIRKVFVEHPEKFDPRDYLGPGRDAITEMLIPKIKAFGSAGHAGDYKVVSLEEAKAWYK
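Giardia FBPA (40 nM reagent) was preincubated 10 min at RT with compound (up to 57.5 uM final), then substrate plus GAPDH/TPI/NAD/arsenate coupling system with diaphorase/resazurin was added; resorufin fluorescence (525/598 nm) was read after 20 min.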
Pf growth 48h: Primary qHTS for delayed death inhibitors of the malarial parasite plastid, 48 hour incubation; Potency, µM (series often up to 28.7 µM), for inactives: at the highest dose activity change, negative = inhibition, actives largely listed as inhibitors; 310,000 compounds, 5.9% hits; AID 504832, 2011; P. falciparum luciferase growth in erythrocytes, 48 h; further: potency means the concentration at half of the fitted maximal effect; on the % scale 0 is the no-effect control and ±100 the full control effect
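Growth was read as firefly luciferase luminescence after a 48 h, 37 C, 5% CO2 exposure of compounds to reporter-bearing P. falciparum cultures (0.1% parasitemia, 2% hematocrit final) in Albumax-supplemented RPMI 1640.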
Sm TGR block: qHTS Assay for the Inhibitors of Schistosoma Mansoni Peroxiredoxins | Schistosoma mansoni thioredoxin glutathione reductase (TGR), Q962Y6 | purified TGR, DTNB reduction, TNB absorbance 405 nm | Potency, µM (doses to about 114 µM), without a hit: top-dose activity change, negative = inhibition, usual class: inhibitors | 360,000 compounds, 3% hits | AID 485364, 2010; further: potency means the concentration at half of the fitted maximal effect; on the % scale 0 is the no-effect control and ±100 the full control effect; nearly all actives have a fitted effect of over 60% in size
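First, TGR (20 nM dispensed) and NADPH were mixed with compound. Second, a 15 min room-temperature incubation followed. Third, further NADPH and then DTNB were added to start the reaction. Finally, TNB absorbance was monitored kinetically.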
Pf growth 96h: Primary qHTS for delayed death inhibitors of the malarial parasite plastid, 96 hour incubation; Potency, µM (doses to about 28.7 µM), inactives show at the top dose activity change, negative = inhibition, usual class: inhibitors; 320,000 compounds, 6.9% hits; AID 504834, 2011; P. falciparum luciferase reporter growth, 96 h; further: potency means the concentration at half of the fitted maximal effect; on the % scale 0 is the no-effect control and ±100 the full control effect
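Erythrocytes infected with luciferase-expressing P. falciparum were dispensed at 2% hematocrit and 0.05% parasitemia (final), then incubated with compounds 96 hours at 37 C in 5% CO2. Luminescence after detection reagent addition reported growth.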
Cycloheximide cs: Cycloheximide Counterscreen for Small Molecule Inhibitors of Shiga Toxin | cell reporter, cycloheximide protein synthesis inhibition counterscreen | max response, % | 300,000 compounds, 12% hits | AID 2314, 2010; in the data active means max response mostly above about 13%, no sharp cut-off; inactive means mostly below about 14%; further: read at 38.3 µM for the half of the compounds with a filed dose; 0% is about no effect
Shiga inhibitor: A qHTS for Small Molecule Inhibitors of Shiga Toxin; Vero cells, Shiga toxin protein synthesis inhibition reporter; inhibition, % at 38.7 µM; 290,000 compounds, 9.2% hits; AID 2315, 2010; in the data active means inhibition mostly above about 28%, no sharp cut-off; inactive means mostly below about 43%; further: 0% is about no effect
* = called active by the depositor; ? = inconclusive; . = not tested or not shown; [ ] = dose if it differs, or a comment. Unless noted, the call rests on the fitted dose curve; in most records, active means well fitted curve in the direction sought with a large enough effect; inconclusive means small, poorly fitted or top-dose-only effect, or another doubt; inactive means no such curve, though single readings can be large; an effect the other way counts as inactive or inconclusive.

A first look:
#1 COC(=O)Nc1nc2ccc(C(=O)c3ccc(F)cc3)cc2[nH]1
#2 COc1ccccc1-n1c(-c2cccnc2)n[nH]c1=S
#3 CCCC(C)NC(=O)Cc1ccc(Br)cc1 (stereo not drawn)
assay / entry,1,2,3
FBPA Giardia inh,-9%,-29%,?
Pf growth 48h,.,6%,11%
Sm TGR block,6%,8%,0%
Pf growth 96h,.,?,3%
Cycloheximide cs,11,-2,-2
Shiga inhibitor,8,-1,6

The whole of this part, previewed entries included:
#1 COC(=O)Nc1nc2ccc(C(=O)c3ccc(F)cc3)cc2[nH]1
#2 COc1ccccc1-n1c(-c2cccnc2)n[nH]c1=S
#3 CCCC(C)NC(=O)Cc1ccc(Br)cc1 (stereo not drawn)
#4 CC1(C)Nc2ccc(O)cc2-c2c1ssc2=S
#5 O=C(CN1C(=O)S/C(=C/c2cccn2-c2ccc(O)cc2)C1=O)N1CCCC1
assay / entry,1,2,3,4,5
FBPA Giardia inh,-9%,-29%,?,?,2%
Pf growth 48h,.,6%,11%,?,?
Sm TGR block,6%,8%,0%,-25%,-1%
Pf growth 96h,.,?,3%,8.3µM*,31%[activator]
Cycloheximide cs,11,-2,-2,-2,-2
Shiga inhibitor,8,-1,6,-4,6

#6 COc1ccc(NC(=O)CN(C)CC(=O)Nc2cccc(C(F)(F)F)c2)cc1
#7 CCOc1cc2[nH]c(=S)n(Cc3ccc(C(=O)NCCN(CC)CC)cc3)c(=O)c2cc1OCC
#8 CCn1nnnc1SCC(=O)Nc1cc(OC)cc(OC)c1
#9 CC1CC(C)CN(S(=O)(=O)c2ccc3c(c2)CC(C)N3C(=O)C2CC2)C1 (stereo not drawn)
#10 O=C(c1cccs1)N1C2CCC1CC(O)(c1cccnc1)C2 (stereo not drawn)
assay / entry,6,7,8,9,10
FBPA Giardia inh,-13%,8%,-2%,19%,8%
Pf growth 48h,245%[activator],2.6µM*,?,?,37%[activator]
Sm TGR block,0%,12%,-7%,-1%,7%
Pf growth 96h,-21%,-22%,.,?,18%
Cycloheximide cs,13,-1,6,-2,19
Shiga inhibitor,3,-15,-1,-2,13

#11 COCCCn1c(=O)c2ccccc2n(CC(=O)N2CCCc3ccccc32)c1=O
#12 COc1ccc(-n2nnnc2SCC(=O)NCc2ccco2)cc1OC
#13 CCCC(C(=O)OCC)P(=O)(c1ccccc1)c1ccccc1 (stereo not drawn)
#14 Cc1[nH]c2ccccc2c1/C=C/c1nc2ccccc2c(=O)[nH]1
#15 O=C(COC(=O)c1ccc(O)cc1O)Nc1cccc2ccccc12
assay / entry,11,12,13,14,15
FBPA Giardia inh,2%,4%,10%,-10%,.
Pf growth 48h,?,1%,.,?,-26%
Sm TGR block,1%,-9%,5%,9%,0%
Pf growth 96h,-1%,40%[activator],?,?,-10%
Cycloheximide cs,-8,1,-1,53*,.
Shiga inhibitor,-11,1,12,84*,.

An excerpt from above, reduced to Pf growth 96h, Shiga inhibitor and Cycloheximide cs.
cpd	Structure	Pf growth 96h	Shiga inhibitor	Cycloheximide cs
12	COc1ccc(-n2nnnc2SCC(=O)NCc2ccco2)cc1OC	40%[activator]	1	1
13	CCCC(C(=O)OCC)P(=O)(c1ccccc1)c1ccccc1 (stereo not drawn)	?	12	-1
14	Cc1[nH]c2ccccc2c1/C=C/c1nc2ccccc2c(=O)[nH]1	?	84*	53*

Next records
#16 Cc1ccccc1-n1c(SCC(=O)NC2CCS(=O)(=O)C2)nc2ccccc2c1=O (stereo not drawn)
#17 CC(C)(C)NC(=O)C1CC1(c1ccccc1)c1ccccc1 (stereo not drawn)
#18 O=C(OCc1ccc(Br)cc1)c1cccc(-c2nnc(-c3ccccc3)o2)c1
#19 Cc1ccc(C2=NC3(CCCC3)NC2=S)cc1
#20 Cn1c(-c2ccc(F)cc2)cc2onc(-c3ccccc3Cl)c2c1=O
assay / entry,16,17,18,19,20
FBPA Giardia inh,.,-3%,5%,2%,.
Pf growth 48h,0%,-6%[0.00184 µM],52%[activator],29%,33%[activator]
Sm TGR block,0%,-28%,-3%,0%,3%
Pf growth 96h,4%,?,?,-9%,69%[activator]
Cycloheximide cs,.,-5,14,22*,.
Shiga inhibitor,.,-4,31,91,.

#21 O=C(Cc1ccccc1[N+](=O)[O-])NCc1ccco1
#22 Cc1c(C)n(C)c2ccc(C(=O)NCCN3CCOCC3)cc12
#23 CC(=O)N1c2ccc(S(=O)(=O)N3CCC(C(=O)N4CCCCC4)CC3)cc2CC1C (stereo not drawn)
#24 COC(=O)Nc1nnc(Cc2ccccc2)s1
#25 Cc1cccc(OCCNC(=S)NC(=O)c2cncc(Br)c2)c1
assay / entry,21,22,23,24,25
FBPA Giardia inh,0%,2%,-3%,1%,-28%
Pf growth 48h,16%,8%,?,-14%,10%
Sm TGR block,?,-20%,3%,1%,-9%
Pf growth 96h,35%[activator],1%,?,7%[5.75 µM],?
Cycloheximide cs,13,0,-6,1,0
Shiga inhibitor,25,1,-8,-6,-2

#26 O=C(CCS(=O)(=O)Cc1ccccc1)N1CCN(Cc2ccccc2)CC1
#27 NS(=O)(=O)c1ccc(CNC(=O)c2cc(S(=O)(=O)N3CCOCC3)c(Cl)cc2Cl)cc1
#28 CCn1ncc(-c2ccnc3cc(C(=O)O)nn23)c1C
#29 COc1c(C)cc(Br)cc1C(=O)Nc1cccc(-c2nc3ncccc3o2)c1
#30 Cn1nc(C(=O)Nc2ccc3c(c2)OCO3)c2ccccc2c1=O
assay / entry,26,27,28,29,30
FBPA Giardia inh,1%,.,16µM*,0%,1%
Pf growth 48h,8%,21%,9%,.,35%[activator]
Sm TGR block,-21%,5%,8%,17%,3%
Pf growth 96h,20%,?,4%,19%,?
Cycloheximide cs,-1,.,-2,-2,5
Shiga inhibitor,-5,.,-24,-8,1

#31 CCOCCCN(C)C1CCN(C(=O)c2oc3ccccc3c2NC(=O)Cc2ccc([N+](=O)[O-])cc2)CC1
#32 CC1(C)CC(N(Cc2ccco2)C(=O)Cc2ccccc2)CCO1 (stereo not drawn)
#33 O=C(c1sc(N2CCOCC2)nc1-c1ccccc1)N1CCCCC1
#34 CCCCNC(=O)c1onc(CSc2ccccc2F)c1C(=O)O
#35 CCc1nnc(NS(=O)(=O)c2ccc(N=Cc3c(C)[nH]n(-c4cccc(Cl)c4)c3=O)cc2)s1
assay / entry,31,32,33,34,35
FBPA Giardia inh,.,6%,9%,2%,0%
Pf growth 48h,0%,-20%,-10%,2%,3%
Sm TGR block,-18%,-80%,-25%,?,5%
Pf growth 96h,-14%,?,-6%,?,40%[activator]
Cycloheximide cs,-12,2,1,-2,-1
Shiga inhibitor,-4,13,11,-16,-4

Reprinted from the part before: 2 entries; new compounds follow.
#34 CCCCNC(=O)c1onc(CSc2ccccc2F)c1C(=O)O
#35 CCc1nnc(NS(=O)(=O)c2ccc(N=Cc3c(C)[nH]n(-c4cccc(Cl)c4)c3=O)cc2)s1
#36 Cc1ccc(Nc2nc(-c3sc(C)nc3C)cs2)cc1
#37 CCN(CC)CC(=O)Nc1ccc(-c2ccc(NC(=O)CN(CC)CC)c(OC)c2)cc1OC
#38 Cc1ccc(C)c(N2CCN(S(=O)(=O)c3ccc4c(c3)CCC(=O)N4)CC2)c1
#39 O=C(COC(=O)c1cc([N+](=O)[O-])ccc1N1CCOCC1)c1ccc(Br)cc1
#40 C=CCn1c(SCC(=O)NCC2CCCO2)nnc1-c1ccccc1 (stereo not drawn)
assay / entry,34,35,36,37,38,39,40
FBPA Giardia inh,2%,0%,5%,-1%,14%,.,6%
Pf growth 48h,2%,3%,31%[activator],?,41%[activator],?,-7%
Sm TGR block,?,5%,-20%,.,-6%,1%,-7%
Pf growth 96h,?,40%[activator],?,?,0%,-83%,16%
Cycloheximide cs,-2,-1,25*,10,0,.,1
Shiga inhibitor,-16,-4,58*,18,15,.,-9

#41 COCCn1c(=NC(=O)c2ccc3c(c2)OCCO3)sc2cc(S(N)(=O)=O)ccc21
#42 CN1CCN(C(=S)NC(=O)/C=C/c2ccccc2)CC1
#43 Nc1nc(N2CCN(c3ccccc3)CC2)n[nH]1
#44 CCC/C=C1/CCCOC(C(=O)NCC2CC2)(C(F)(F)F)C1 (stereo not drawn)
#45 CCNc1ccc(C(=O)OCC)cc1NC(=O)c1cc(S(=O)(=O)N2CCOCC2)ccc1C
assay / entry,41,42,43,44,45
FBPA Giardia inh,-1%,-9%,7%,1%,-5%
Pf growth 48h,12%,9%,44%[activator],.,?
Sm TGR block,-3%,3%,.,.,0%
Pf growth 96h,-1%,.,10%,.,?
Cycloheximide cs,-3,19,2,-6,-2
Shiga inhibitor,-11,33,10,-12,-13

#46 N#C/C(=C\c1ccc(-c2ccccc2[N+](=O)[O-])o1)C(=O)Nc1nc(-c2cccs2)cs1
#47 O=C(c1sc2cccc(F)c2c1Cl)N1CCN(c2ncccn2)CC1
#48 Cc1cc(N2CCN(C)CC2)nc2ccc(NC(=O)c3ccc4c(c3)OCO4)cc12
#49 CCCOc1ccccc1NC(=O)CC1Nc2ccccc2NC1=O (stereo not drawn)
#50 CCN(CC)C1=CC(=O)OC12CCCCC2
assay / entry,46,47,48,49,50
FBPA Giardia inh,-13%,6%,-10%,-6%,-13%
Pf growth 48h,7%,2%,9.3µM*,9.3µM*,-14%
Sm TGR block,0%,-1%,-13%,-24%,1.6µM*
Pf growth 96h,.,?,.,27%,.
Cycloheximide cs,6,3,20*,-3,2
Shiga inhibitor,10,1,38,9,26

#51 CCCCSC1=C(C#N)C(c2ccccc2C)CC(=O)N1 (stereo not drawn)
#52 O=C(Cn1ncc2c([nH]c3ccccc32)c1=O)NCCc1ccc(Cl)cc1
#53 COc1cccc(NC(=S)NCCC(c2ccccc2)c2ccccc2)c1
#54 CCN(CC)CCN(C(=O)c1ccc2ccccc2c1)c1nc2ccc(F)cc2s1
#55 C[N+]1(CC(=O)OCCCc2ccccc2)CCCCC1
assay / entry,51,52,53,54,55
FBPA Giardia inh,-9%,8%,4%,-21%,3%
Pf growth 48h,.,12%,?,31%[activator],-3%
Sm TGR block,-1%,3%,39%[activator],-13%,-6%
Pf growth 96h,?,5%,?,25%,-1%
Cycloheximide cs,-5,10,11,9,-3
Shiga inhibitor,-14,-8,-4,51*,-5

#56 CC1(C)SC(=Nc2ccccc2)N(S(=O)(=O)c2ccccc2)C1=O
#57 Cc1ccc2nc(-c3ccccn3)cc(C(=O)NC3CCN(C)CC3)c2c1
#58 CSCCC(NS(=O)(=O)c1ccc(C)cc1)C(=O)NC1CCCCCC1 (stereo not drawn)
#59 Cc1ccc(C)c(NC(=O)CCN2CCc3ccccc3C2)c1
#60 Cc1cc(C)c(S(=O)(=O)N2CCN(C(=O)c3cc(=O)[nH]c4ccccc34)CC2)c(C)c1
assay / entry,56,57,58,59,60
FBPA Giardia inh,5%,-1%,.,?,.
Pf growth 48h,9%,-11%,9.3µM*,13µM*,12µM*
Sm TGR block,11%,5%,5%,.,-14%
Pf growth 96h,11%,.,?,0%,?
Cycloheximide cs,-4,-3,.,-5,.
Shiga inhibitor,7,-17,.,-11,.

Assay outcomes deposited in PubChem BioAssay by National Center for Advancing Translational Sciences (NCATS).
